High-throughput results deposited in PubChem BioAssay by several laboratories.
hiPSC survival: enhancers of human iPSC single-cell survival | hiPSC single-cell survival, ATPlite luminescence; 100% = ROCK inhibitor wells, 0% = DMSO | survival enhancement, % at 20 µM | 360,000 compounds, 0.044% hits | AID 602274; in the data active = survival enhancement above about 18%;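 also: cells exposed to compounds for 16 hours before the ATP read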
MC4R antagonist: human MC4R antagonism in cAMP assay; P32245; MC4R-expressing cells, MTII-stimulated cAMP, LANCE TR-FRET; inhibition, % at 6.5 µM; 360,000 compounds, 0.48% hits; AID 540295;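 active = inhibition above its plate's cutoff, the mean of tested wells on that plate plus 3 SD, cut at about 29% in these data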;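 also: 0% = Melanotan II alone and 100% = Melanotan II plus saturating MCL0020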
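Assay system: human MC4R-expressing U2OS cells; reagent: Melanotan II stimulation of cells; dosing: 6.5 µM single dose; timing: compound 30 min, challenge 1 h, detection 1 h; signal: TR-FRET cAMP assay; replicates: one well per compound, no replicates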
aDG glyco act: increases alpha dystroglycan glycosylation | Pro5-aDG cells, alpha-DG glycosylation AlphaScreen (IIH6); 0% Pro5, 100% B10-LARGE cell signal | AID 624168 | activation, % at 10 µM | 360,000 compounds, 0.22% hits;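 active = activation of at least 8% versus controls, or a plate z-score of at least 8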;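 also: Pro5 are CHO cells carrying HIG-tagged alpha-DG that lacks glycosylation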
Cardio protect: modulators protecting cardiomyocytes from myocardial damage. protection from H2O2 cell death, % at 20 µM. 360,000 compounds, 0.63% hits. H9c2 cardiomyocytes, H2O2 injury protection, ATPLite, 2 h;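 active = compounds giving at least 50% protection of heart cells from peroxide-induced death in the single-dose screen, raw or plate-pattern-corrected value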;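 also: 0% = DMSO wells with peroxide and 100% = DMSO wells without peroxide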
ABCB6 inh MLPCN: inhibitors of human ABC transporter ABCB6; K562-ABCB6 porphyrin accumulation, flow cytometry, 1 h; stronger effect = lower value; fluorescence ratio to DMSO, % at 10 µM; 360,000 compounds, 0.19% hits;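 active = fluorescence ratio to DMSO below 75%, the collection mean minus 3 SD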;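 also: signal is porphyrin accumulated inside mitochondria; 100% equals median channel fluorescence of DMSO control wells; lower ratio means ABCB6 inhibition with less porphyrin fluorescence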
Target sequence (Q9NP58 whole entry, looked up): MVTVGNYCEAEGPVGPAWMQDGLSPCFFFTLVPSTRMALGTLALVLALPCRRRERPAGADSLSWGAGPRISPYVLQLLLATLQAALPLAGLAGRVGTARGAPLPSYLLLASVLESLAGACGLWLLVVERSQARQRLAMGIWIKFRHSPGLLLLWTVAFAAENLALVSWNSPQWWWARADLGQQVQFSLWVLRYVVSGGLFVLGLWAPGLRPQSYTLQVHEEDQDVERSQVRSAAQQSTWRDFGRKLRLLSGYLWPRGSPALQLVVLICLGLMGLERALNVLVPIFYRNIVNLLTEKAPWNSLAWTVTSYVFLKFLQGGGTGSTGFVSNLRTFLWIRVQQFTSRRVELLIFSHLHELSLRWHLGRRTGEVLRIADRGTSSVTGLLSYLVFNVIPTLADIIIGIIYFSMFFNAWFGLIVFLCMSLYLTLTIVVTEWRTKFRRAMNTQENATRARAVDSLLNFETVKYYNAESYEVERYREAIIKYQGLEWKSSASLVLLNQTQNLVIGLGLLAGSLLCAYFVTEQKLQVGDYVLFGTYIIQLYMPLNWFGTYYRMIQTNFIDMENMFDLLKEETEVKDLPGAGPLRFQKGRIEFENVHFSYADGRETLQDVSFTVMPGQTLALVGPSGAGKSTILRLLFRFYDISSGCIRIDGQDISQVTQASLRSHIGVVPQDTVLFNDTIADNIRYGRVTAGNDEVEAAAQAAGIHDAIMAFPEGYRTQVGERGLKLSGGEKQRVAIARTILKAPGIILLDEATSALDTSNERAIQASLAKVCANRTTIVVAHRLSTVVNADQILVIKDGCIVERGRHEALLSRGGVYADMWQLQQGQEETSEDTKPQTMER
ABHD5-PLIN5 inh: blocks binding of human ABHD5 to perilipin-5 | Q00G26+Q8WTS1 | Split G. princeps luciferase complementation, luminescence, 4 h | inhibition, % at 4 µM | 360,000 compounds, 0.78% hits | AID 602281;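 active = inhibition above the mean inhibition across every tested compound plus 3 SD, cut at about 22% in these data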;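 also: 0% = DMSO only wells and the 100% control is not disclosed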
MC4R ag barr: agonists of human melanocortin 4 receptor (MC4R) beta-arrestin; P32245; U2OS MC4R beta-arrestin complementation, luminescence; percent of melanotan II response, DMSO zero; activation, % at 8.9 µM; 360,000 compounds, 0.98% hits; AID 540308;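 active = activation above a per-plate cutoff, the mean activation of sample wells on that plate plus 3 SD, cut at about 8% in these data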
m5-HT2A agonist: agonists of mouse serotonin 5-HT2A receptor (HTR2A); P35363; CHO-K1 mHTR2A beta-arrestin complementation, luminescence; percent of 30 µM serotonin response; activation, % at 7.6 µM; 360,000 compounds, 0.66% hits; AID 624169;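 active = activation above a run cutoff, the mean activation of all tested compounds plus 3 SD, cut at about 14% in these data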;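 also: 0% = plate median of compound wells and 100% = 30 µM serotonin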
Glyco luc inh: N-linked glycosylation inhibition; D54 ERlucT glycosylation luciferase reporter, 24 h; percent of 100 nM tunicamycin response; AID 588692; reporter increase, % at 12.5 µM; 360,000 compounds, 0.23% hits;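 active = mean luciferase reporter signal, scaled so untreated is 0 and the glycosylation-blocking control 100, at or above a set limit in every replicate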;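 also: luciferase carries N-glycosylation sites so blocking glycosylation raises the light; 0% = median of neutral control wells and 100% = median of 100 nM tunicamycin wells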
Granule exo inh: lytic granule exocytosis inhibition. inhibition, % at 10 µM. 360,000 compounds, 0.66% hits. AID 651702. TALL-104 LAMP-1 surface exposure, flow cytometry; cells stimulated with thapsigargin and PMA;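 active = inhibition above about 55%, limit read from the data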
Starred values were filed as active, the others as inactive; x = not tested or not shown.

entry	SMILES	hiPSC survival	MC4R antagonist	aDG glyco act	Cardio protect	ABCB6 inh MLPCN
1	COCCCn1c(SCc2nc3ccccc3c(=O)[nH]2)nc2ccccc2c1=O	-2.4	-11	0.0	37	97
2	O=P1(NC2CCCCC2)OCC2(CO1)COP(=O)(NC1CCCCC1)OC2 (stereo unspecified)	-1.9	8	0.3	10	102
3	O=C(NCc1ccco1)c1cc([N+](=O)[O-])ccc1N1CCOCC1	0.3	14	0.1	0	97
4	O=S(=O)(Nc1ccccn1)c1cccs1	-0.7	-1	0.1	6	107
5	C=CCN(CC(=O)NC1CCCC1)C(=O)C(=O)Nc1ccc2c(c1)OCCO2	-0.8	4	0.0	-4	93
6	Cc1c(C(=O)N2CCCCC2)c(S(=O)(=O)Nc2cccc(Br)c2)c(C)n1C	-0.3	8	0.3	2	100
7	C[C@@H]1CN([C@H](C)CO)C(=O)c2cc(NC(=O)Nc3ccc(F)cc3)ccc2O[C@@H](C)CCCCO[C@H]1CN(C)S(=O)(=O)c1cccs1	0.5	7	-0.7	-12	99
8	C=CCn1c(SCC(=O)NC2CCCCC2)nnc1C(C)NC(=O)c1cccs1 (stereo unspecified)	7.1	9	0.0	-8	103
9	O=C(Nc1cccc2cccnc12)c1csc([C@@H]2O[C@H](CO)[C@H](O)[C@H](O)[C@H]2O)n1	0.7	-5	-0.1	9	101
10	CC(C)CN(Cc1cc2ccccc2[nH]c1=O)C(=O)c1cccnc1	-2.4	1	0.0	0	90
11	CCC(CC)c1nnc(NC(=O)CCc2ccc(OC)cc2)s1	-0.5	6	0.1	-12	100
12	Cc1cccc2cc(CN(Cc3nnnn3Cc3ccccc3)C3CCCC3)c(=O)[nH]c12	-1.3	-4	0.0	22	97
13	CCOc1ccc(NC(=O)N(C2CCCC2)C2CCN(C(C)=O)CC2)cc1	1.5	2	1.4	-3	92
14	O=C(CSc1nnc(Cc2cccs2)n1Cc1ccco1)Nc1cc(Cl)cc(Cl)c1	3.8	5	0.1	-16	97
15	COc1ccc(NC(=O)CCC(=O)N(Cc2ccc(OC)c(OC)c2)c2nccs2)c(OC)c1	-2.3	12	-0.1	4	99

entry	ABHD5-PLIN5 inh	MC4R ag barr	m5-HT2A agonist	Glyco luc inh	Granule exo inh
1	5	-1.3	6	x	6
2	5	0.2	5	0	8
3	2	-1.3	-3	2	-4
4	-1	-2.1	-3	3	7
5	-4	1.4	1	-2	-7
6	1	-3.3	3	-1	9
7	-12	-1.9	-2	-6	0
8	-3	-2.2	1	1	-1
9	12	-0.1	-5	1	2
10	8	0.4	-1	2	-2
11	8	0.7	-2	1	-11
12	-2	0.2	-4	-6	0
13	-2	-0.6	2	0	-2
14	4	4.4	-5	2	0
15	8	0.8	5	3	6

Entries above that have an NH in an aromatic ring (3):
entry	SMILES	hiPSC survival	MC4R antagonist	aDG glyco act	Cardio protect	ABCB6 inh MLPCN
1	COCCCn1c(SCc2nc3ccccc3c(=O)[nH]2)nc2ccccc2c1=O	-2.4	-11	0.0	37	97
10	CC(C)CN(Cc1cc2ccccc2[nH]c1=O)C(=O)c1cccnc1	-2.4	1	0.0	0	90
12	Cc1cccc2cc(CN(Cc3nnnn3Cc3ccccc3)C3CCCC3)c(=O)[nH]c12	-1.3	-4	0.0	22	97

entry	ABHD5-PLIN5 inh	MC4R ag barr	m5-HT2A agonist	Glyco luc inh	Granule exo inh
1	5	-1.3	6	x	6
10	8	0.4	-1	2	-2
12	-2	0.2	-4	-6	0

Continuation:
entry	SMILES	hiPSC survival	MC4R antagonist	aDG glyco act	Cardio protect	ABCB6 inh MLPCN
16	COc1ccc(CCn2nnnc2C(CC(C)C)N2CCN(c3ncccn3)CC2)cc1OC (stereo unspecified)	-1.9	3	0.4	2	95
17	O=C(COC(=O)CSc1ccc(F)cc1)NCC1CCCCC1	-0.4	2	0.4	-1	100
18	CCCN(CCO)C1CCN(CCc2ccccc2)CC1	-0.2	5	-0.1	14	102
19	CCCn1nnnc1SCC(=O)NCc1ccc2c(c1)OCO2	0.4	3	0.9	3	87
20	COc1ccc(CN2CCN(C(=O)c3ccco3)CC2)cc1OC	2.0	21	0.0	-3	103
21	CCCc1ccc2ccc3ccccc3c2n1	-2.2	x	-0.1	0	100
22	Cc1sc2ncnc(SCC(=O)NNC(=O)COc3cccc4ccccc34)c2c1C	2.2	2	1.8	15	96
23	Cc1cccc(NC2=NC(=S)N(c3cccc(C(=O)O)c3)C23CCCCC3)c1	4.7	15	0.0	-2	98
24	CC(=O)c1ccc(NC(=O)c2ccc(CNc3c(N4CCOCC4)c(=O)c3=O)cc2)cc1	-0.5	20	0.0	-1	95
25	CN1CCN(c2ccc(NC(=O)COc3cccc4ccccc34)cc2)CC1	0.0	-8	0.0	6	94
26	CC1CCCC(NC(=O)c2cccc(S(=O)(=O)NCc3ccccc3)c2)C1C (stereo unspecified)	0.0	6	0.1	-4	88
27	CC1=C(C(=O)N(C(C)C)C(C)C)CC(CC(=O)NC2CCCC2)C(=O)N1Cc1ccccc1 (stereo unspecified)	0.7	8	-0.2	-1	99
28	CCCc1cc(=O)[nH]c(SCC(=O)N2CCN(S(=O)(=O)c3ccc(C)cc3C)CC2)n1	0.7	3	0.0	-7	103
29	C[C@@H]1Cc2[nH][nH]c(=O)c2[C@H](c2ccc(Cl)cc2)O1	-0.7	x	0.2	x	97
30	Cc1c(N=Cc2c(O)n(Cc3ccco3)c(=O)c3ccccc23)c(=O)n(-c2ccccc2)n1C	2.1	22	-0.4	45	98

entry	ABHD5-PLIN5 inh	MC4R ag barr	m5-HT2A agonist	Glyco luc inh	Granule exo inh
16	6	0.1	4	0	6
17	10	1.5	2	3	-2
18	-3	0.8	-1	1	12
19	-4	-0.6	-1	-2	-2
20	-3	0.0	32*	1	-3
21	-12	x	-1	-1	-4
22	3	-0.1	3	3	1
23	3	-3.5	0	0	5
24	3	-0.8	-3	1	-3
25	11	0.4	-11	-3	53
26	-4	0.3	-2	-3	0
27	6	2.6	0	3	-3
28	-3	-1.6	8	4	0
29	-4	x	0	x	-3
30	-6	-1.3	0	-3	0

Additional compounds
entry	SMILES	hiPSC survival	MC4R antagonist	aDG glyco act	Cardio protect	ABCB6 inh MLPCN
31	Cc1cccc([C@@H]2[C@@H]3C(=O)N(Cc4ccccc4)C(=O)[C@@H]3[C@]3(C)C(=O)N(c4ccc(Br)cc4)C(=O)N23)c1	-1.8	2	-0.2	4	95
32	Nc1ccc2nc(CCCCCCc3nc4ccc(N)cc4[nH]3)[nH]c2c1	-0.2	0	-0.3	-2	99
33	CCc1ccc(OCc2cccc(C(=O)N/N=C\c3cnn(C)c3C)c2)cc1	0.1	-1	-0.1	4	109
34	Cc1cc(C)cc(OCC(=O)OC(C)C(=O)Nc2ccc(Cl)cn2)c1 (stereo unspecified)	1.3	13	-0.1	-3	99
35	Cc1cccc(C)c1NS(=O)(=O)c1cc2c3c(c1)CCN3C(=O)CC2	-0.4	6	0.0	8	94
36	C=CCn1cnc2c(nnn2-c2cc(C)cc(C)c2)c1=O	-0.3	4	-0.2	4	102
37	CN(C(=O)c1ccncc1)C1CCCCC1	0.0	0	0.0	6	97
38	O=C(CO/N=C/c1ccccc1OC(F)F)NCc1ccco1	-0.4	-2	0.1	3	103
39	O=C(Nc1nnc(-c2ccccc2)o1)Nc1ccc(F)cc1F	2.7	-1	-0.2	0	98
40	CC(NC(=O)C1CC1)c1ccc(-c2ccccc2)cc1 (stereo unspecified)	-0.2	7	0.0	6	99
41	CSc1ncccc1C(=O)Nc1cccc(S(=O)(=O)N2CCOCC2)c1	0.8	10	-0.4	-5	95
42	COc1cc(-c2noc(-c3cccs3)n2)cc(OC)c1OC	-1.2	-2	0.1	-5	92
43	C=CCC1c2cccc(C(=O)O)c2C(=O)N1c1ccc(F)cc1 (stereo unspecified)	-0.1	9	0.0	9	100
44	COc1ccc(N2CCN(c3nc4cc(C)ccc4cc3C=O)CC2)cc1	-0.3	11	0.0	6	91
45	O=c1nc(SCc2ccc(Cl)cc2)nc(-c2ccccc2)[nH]1	-0.6	-1	0.0	-10	99
46	CCc1ccc(NC(=O)C(=O)NCC2CCCO2)cc1 (stereo unspecified)	-0.2	4	0.4	-8	95
47	CC(=C\C(=O)O)/C(=C/c1ccco1)C(=O)O	-0.9	-1	0.0	-6	98
48	Cc1cc(C)cc(SCc2noc(C(=O)NCC3CCCO3)c2C(=O)O)c1 (stereo unspecified)	-0.3	6	0.2	4	106

entry	ABHD5-PLIN5 inh	MC4R ag barr	m5-HT2A agonist	Glyco luc inh	Granule exo inh
31	3	1.5	2	-4	6
32	4	-0.4	7	2	5
33	1	1.7	-4	-1	-1
34	2	-2.2	-1	0	20
35	3	-1.6	1	0	1
36	-1	-0.9	0	5	0
37	-2	1.4	-7	0	-1
38	11	-0.3	1	-1	-3
39	1	-2.0	-2	4	-3
40	-6	-0.4	-6	-2	-1
41	0	-1.0	0	0	-4
42	-11	0.5	1	4	2
43	-1	-1.1	0	2	0
44	6	2.6	7	-1	34
45	-2	1.7	7	0	-2
46	1	2.1	4	0	0
47	10	-0.1	-2	0	-8
48	3	-2.0	2	3	-8
